AI-2 QS modul: Vibrio harveyi AI-2 quorum sensing modulation; Vibrio harveyi JMH597 AI-2 luminescence/OD600 ratio, 9 h; stronger effect = lower value; strain lacks LuxN and CqsS sensors; 0 = neutral-control median; activity change, % at 7.5 µM; hit rate 0.4% among 300,000; AID 2094; in the data active means activity change below about -75%, passing the limit was not always enough; inconclusive means no clear call, values can overlap the other calls;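 further: luminescence divided by OD600 gain over 9 h not by final OD600 alone; inactives centre near 13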
Platelet DG rel: platelet dense granule release activity. human platelet-rich plasma, SFLLRN dense granule ATP release, luminescence. inhibition, %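 (compounds screened at 7.5 µM in platelet-rich plasma)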. hit rate 0.22% among 300,000;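 active means mean replicate score, as percent of positive control, at or above 50; inconclusive means mean below 50 but at least one replicate at or above 50; inactive means mean and every replicate below 50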
HSF1 inh: HSF1 inhibition | NIH3T3-HGL HSE-luciferase, MG132-induced, luminescence 8 h; stronger effect = lower value | activity change, negative = inhibition, % at 7.5 µM (by protocol) | hit rate 0.77% among 300,000;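 active means more than half of replicate wells show activity change below -50%, luminescence cut by over half; inconclusive means some wells, but at most half, below -50%; inactive means no replicate well below -50%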;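 further: luciferase reports HSF-1 transcriptional activity via heat shock element; 0% = median of DMSO wells and -100% = zero luminescence signal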
KLF5 inh: suppresses KLF5 promoter-driven expression; DLD-1 KLF5 promoter-luciferase reporter, luminescence; inhibition, % at 5 µM; hit rate 0.23% among 290,000; AID 1700;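 active means inhibition above a per-plate limit of that plate's mean compound inhibition plus 3 SD, cut at about 60% in these data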;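 further: 0% = DMSO wells and 100% = LY294002 at 200 µM; higher means less KLF5 promoter-driven luciferase light; inactives centre near -14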
IEC-6 cytotox: counter-screen for KLF5 inhibitors: cytotoxicity in IEC-6 cells; AID 1825; inhibition, % at 5 µM; IEC-6 cytotoxicity, luminescence viability; hit rate 0.78% among 290,000; in the data active means inhibition above about 22%;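 further: 0% = plate median of test compound wells and 100% = cytotoxic reference compound wells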
HSF-1 act: increases HSF-1 driven luciferase reporter signal. NIH3T3-HGL HSF-1 luciferase reporter, MG132, 8 h; 100% = twice DMSO control signal. activation, % at 9 µM. hit rate 1.7% among 300,000;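 active means mean replicate activation of at least 50% with a set share of replicates each reaching 50%; inconclusive means only one of those two conditions met; inactive means mean below 50% and too few replicates reaching it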;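 further: 0% = median of the neutral control wells and 100% = twice that signal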
SKKanGAS inh: inhibitors of SKKanGAS S. pyogenes growth in kanamycin (SK-promoter or general growth effect) | BacTiter-Glo, 6 h | inhibition, % at 7.5 µM | hit rate 1.3% among 300,000 | AID 1662;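 active means mean replicate score, as percent of positive control median, at least 50; inconclusive means mean below 50 but one replicate at or above 50; inactive means mean and every replicate below 50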;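 further: strain carries kanamycin resistance gene driven by streptokinase promoter and grows in 40 µg/ml kanamycin; loss of luminescence reflects streptokinase promoter inhibition or plain growth inhibition; 0% = median of DMSO wells and 100% = positive control at its reference dose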
aSyn 5UTR inh: 5' untranslated region of α-synuclein, MLPCN primary screen | alpha-synuclein 5'UTR reporter, inhibitor activity | inhibition, % (tested at 7.5 µM) | hit rate 0.82% among 300,000; in the data active means inhibition above about 60%; inconclusive means no clear call, values can overlap the other calls;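 further: H4 neuroglioblastoma cells stably carrying SNCA 5'UTR luciferase fusion; 0% = DMSO wells and 100% = positive control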
HIF activator: HIF pathway transcriptional activation; U2OS HRE-luciferase reporter, luminescence; normalized: DMSO 0%, desferrioxamine 100%; activation, % at 7.5 µM (by protocol); hit rate 0.32% among 300,000; AID 1910;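 active means mean activation of at least 10% of the iron chelator positive control signal, with at least half of replicates also reaching 10%; inconclusive means mean and replicate majority disagree about reaching 10%; inactive means mean and most replicates under 10%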
HSP90 inh: blocks HSP90-mediated luciferase refolding in reticulocyte lysate; Rabbit reticulocyte lysate, luciferase refolding luminescence, 3 h; inhibition, % at 5.6 µM; hit rate 0.91% among 290,000; AID 1789;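 active means inhibition above the screen-wide mean plus 3 SD, computed separately per campaign, cut at about 16% in these data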;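 further: 0% = DMSO wells and 100% = 60 µM geldanamycin wells; inhibitors lower the luminescence because luciferase stays unfolded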
Numbers without * were called inactive; ? = inconclusive; / = no result given.

SMILES	AI-2 QS modul	Platelet DG rel	HSF1 inh	KLF5 inh	IEC-6 cytotox	HSF-1 act	SKKanGAS inh	aSyn 5UTR inh	HIF activator	HSP90 inh
COc1ccc(CNCc2ccc(F)cc2)c(OC)c1	9	-1	1	-29	-2	1	12	3	-0.1	4
O=c1c2[nH]c3cccc(Cl)c3c2ncn1CC1CCCO1 (stereo unspecified)	21	1	3	-4	3	-7	14	-80	1.3	0
COc1ccc(-c2nnc(SCC(=O)/C(C#N)=C(\C)N)o2)cc1	12	8	63	-135	4	81*	1	-16	0.4	4
CC1CC(C)CN(C/C=C/c2ccccc2[N+](=O)[O-])C1 (stereo unspecified)	26	2	-5	-10	-2	-12	-4	4	-0.2	0
NNC(=O)c1[nH]c2ccccc2c1-c1ccccc1	17	1	-24	82*	95*	-30	10	96*	0.8	2
O=C(O)C1(c2ccccc2)CCN(S(=O)(=O)c2cccc(Cl)c2)CC1	/	4	-5	-34	1	-3	1	-13	0.4	0
CCn1c(O)c(N=NC2=NC(=O)CS2)c2ccccc21	28	0	-4	12	-7	-8	13	8	0.0	-4
Cc1cc(C)cc(NC(=O)N2CCc3ccccc3C2)c1	17	-13	8	-83	0	7	-10	-111	2.5	0
COC(=O)c1ccc(NC(=O)C(C)Oc2ccccc2)cc1 (stereo unspecified)	5	-16	-2	-15	-3	10	-11	10	-0.1	-4
Cc1cc(C)nc(Sc2c(F)c(F)c(C(F)(F)F)c(F)c2F)n1	7	-1	-7	-6	0	-14	5	1	-0.8	2
NC(=S)n1[nH]c(-c2ccc([N+](=O)[O-])cc2)c(N=Nc2ccc(O)cc2)c1=O	18	-3	-2	6	-6	15	12	-3	0.0	7
O=C(NC1=NCCS1)c1cc(-c2ccc(-c3ccccc3)cc2)nc2ccccc12	8	0	28	-96	-4	38	46	-88	1.8	-2
COc1c(F)cc2[nH]c3c(c2c1F)CCNC3=O	13	3	-6	/	/	-12	-6	20	-0.7	/
Cc1ccc(CNC(=O)CCCn2c(=O)[nH]c3ccccc3c2=O)cc1	27	3	-1	-7	1	3	-5	4	0.5	-1
O=C1CCCN1CC(O)CS(=O)(=O)Cc1ccccc1 (stereo unspecified)	26	-1	-6	-17	4	0	1	30	-0.5	2
Cc1ccccc1NC(=O)Nc1ccccc1N1CCCCC1	8	-1	6	-1	2	17	21	8	-1.3	0
CCOC(=O)c1cnc(-n2nc(C)cc2C)nc1Nc1cccc(C(C)=O)c1	24	-8	17	-12	1	40	35	18	-0.3	-1
CC1=NN(C(N)=S)C(=O)C1N=Nc1ccc(Cl)cc1 (stereo unspecified)	11	0	19	-146	8	24	3	-143	4.7	5
CCn1c(-c2csc(-c3ccccc3)n2)n[nH]c1=S	-10	-2	5	-12	-3	1	-4	-20	0.1	1
COc1ccc([N+](=O)[O-])cc1NC(=O)COC(=O)c1ccccc1C(=O)c1ccccc1	26	2	8	-40	-5	19	9	-32	-0.7	-5
Clc1ccc(-c2nnc(NC3=NCCCCC3)o2)cc1	-3	22	-22	-44	4	-31	-6	75*	-4.0	45*
O=C(Cc1cccs1)NCc1ccc(Cl)cc1	-5	2	9	-44	-1	18	7	-22	0.8	-3
CCN(CC)S(=O)(=O)c1ccc(C(=O)Nc2nnc(C(C)C)s2)cc1	25	-1	4	-28	-1	-14	-1	-24	0.1	-2
Cc1ccccc1C(=O)Nc1ccccc1N1CCCCC1	9	-4	1	-3	1	3	4	-3	0.1	-2
CCOC(=O)c1cccc(NC(=O)c2ccc(F)cc2F)c1	6	5	13	/	/	11	4	-127	5.7	/
COc1ccc(NC(=O)CN(C)S(=O)(=O)c2ccc(Br)s2)cc1	15	-2	3	-4	-10	9	-3	-7	-23	-3
O=C(CSc1ccccn1)N/N=C/C=C/c1ccccc1	9	3	3	12	1	40	4	-27	1.1	-5
CCc1nonc1NC(=O)c1oc2c(C)c(C)ccc2c1C	7	-3	6	-6	-6	-4	-6	21	0.5	-1
S=C(Nc1ccc(Cl)cc1)NN1CCOCC1	9	-2	-5	-17	-8	0	5	1	0.1	-2
COC(=O)c1ccc(CSc2nc3scc(-c4cccs4)c3c(=O)[nH]2)o1	16	13	-4	-14	-2	-1	29	3	0.3	2
COc1ccc(C2C(=O)c3ccccc3C2=O)c(OC)c1	26	5	28	-22	1	24	2	-265	3.1	-1
Cc1cc(C)nc(N2CCC(C(=O)Nc3nnc(C)s3)CC2)n1	15	3	-4	-5	0	0	1	19	-0.2	-3
CCc1ccc(N2CC(C)Cn3c2nc2c3c(=O)n(CCN3CCOCC3)c(=O)n2C)cc1 (stereo unspecified)	23	-1	4	8	10	1	14	31	0.3	1
O=S(=O)(c1cc(Cl)ccc1Cl)N1CCCCC1	11	9	-1	-26	-1	-7	-1	14	-1.8	0
Cn1c(N2CCOCC2)nc(-c2ccccc2)c1-c1ccccc1	18	11	-71*	7	3	-77	2	4	0.0	-2
O=C(CN1CCC(Cc2ccccc2)CC1)N1CCc2ccccc2C1	25	10	-14	12	2	-1	-11	-12	-0.3	0
c1ccc(CSc2ncnc3sccc23)cc1	-21	5	-7	-43	2	1	9	-16	0.4	4
COc1ccc(S(=O)(=O)N(Cc2cc3ccc(OC)cc3[nH]c2=O)CC2COCCO2)cc1 (stereo unspecified)	26	/	/	-40	-4	/	/	/	/	0
O=C(CNC(=O)c1cccnc1)N=Nc1c(O)[nH]c2c(Br)cc(Br)cc12	16	1	2	-33	-3	-22	14	18	-0.8	-5
COCCNc1nc(C)cc(-c2cc(C(=O)Nc3ccccc3)on2)n1	-4	5	-2	/	/	-5	-1	17	2.3	/
Cc1ccc2cc([N+](=O)[O-])ccc2n1	6	0	-10	3	-3	8	11	-18	0.4	4
CCOC(=O)Cn1nnc(-c2cc(OC)c(OC)c(OC)c2)n1	5	2	-27	2	-3	-43	-3	-7	-0.1	-2
Cc1cc2c(c(=O)n1Cc1ccc3c(c1)OCO3)C(c1cccnc1)C(C#N)=C(N)O2 (stereo unspecified)	10	-1	-5	-14	1	19	-6	22	0.4	1
C=CCn1c(SCC(=O)Nc2ccc(C)cc2C)nnc1-c1cccnc1	17	-6	-6	-5	3	-1	-5	-14	-0.4	2
CC#CC[N+](C)(C)CCCCCCCC	15	-2	-12	27	8	-5	-3	5	-0.8	0
O=C(Cn1cnc2ccccc21)NCCCN1CCOCC1	39	-3	-1	-23	-14	20	3	12	0.2	-3
COc1nnc(-c2ccc(N3CCOCC3)c(NC(C)=O)c2)c2ccccc12	-6	-3	-4	9	2	-8	-5	13	0.4	-1
CCOCCOC(=O)c1[nH]c2c(c1C)C(=O)CC(c1cccs1)C2 (stereo unspecified)	3	15	-41	77*	87*	-45	1	85*	1.2	2
CC(C)NS(=O)(=O)c1ccc(NCCCn2ccnc2)c([N+](=O)[O-])c1	7	1	-13	-29	6	7	0	1	0.2	7
CCOC(=O)c1c(-c2ccccc2)oc2ccc(O)c(CN3CCOCC3)c12	-2	-3	7	-42	-2	6	6	21	-1.2	-2
(list continues)
SMILES	AI-2 QS modul	Platelet DG rel	HSF1 inh	KLF5 inh	IEC-6 cytotox	HSF-1 act	SKKanGAS inh	aSyn 5UTR inh	HIF activator	HSP90 inh
O=C1CC2(CCCCCC2)Oc2ccccc21	9	11	-3	/	/	-4	10	7	-1.3	/
COC(=O)c1ccc(CN2C(=O)NC3(CCCCC3C)C2=O)o1 (stereo unspecified)	2	-1	-10	-31	-3	3	7	7	-0.3	0
CCS(=O)(=O)n1nc(-c2ccco2)nc1SC	27	-3	-6	-2	2	14	-18	16	0.4	1
COc1cccc(N2CC(=O)Nc3c(oc4nc(-c5ccccc5)cc(C)c34)C2=O)c1	18	-8	-4	-20	-7	-5	9	-19	-0.9	-1
Cc1cccc(/C=N/n2c(C3CCCCC3)n[nH]c2=S)c1	?	3	-3	-16	-16	-6	12	19	0.4	-7
CC(C)CCSc1nc(N2CCOCC2)c2c(c1C#N)CC(C)(C)OC2	20	-3	2	-20	8	4	0	?	-0.5	-2
COc1ccccc1-c1coc2cc(OC(=O)/C=C/c3ccccc3)ccc2c1=O	5	-8	3	9	-1	-7	-5	2	-0.5	3
CCOC(=O)c1ccc(NC(=O)C2CCN(S(=O)(=O)c3ccccc3)CC2)cc1	22	-3	-22	-14	-7	-37	-1	-21	-0.1	-4
CCCc1nn(C)c(C(=O)Nc2ccc(C)c(C)c2)c1Cl	10	-3	16	-64	2	19	-1	-102	1.7	2
CCCCNC(=O)Cc1ccc(C)cc1	17	12	11	14	1	4	-6	6	0.5	0
CC(=O)Nc1ccc(NC(=O)C(C)OC(=O)c2cccc(S(=O)(=O)N3CCCCC3)c2)cc1 (stereo unspecified)	15	19	0	-37	-5	6	-3	-4	0.3	0

Structures shown so far with an aryl methoxy group:
SMILES	AI-2 QS modul	Platelet DG rel	HSF1 inh	KLF5 inh	IEC-6 cytotox	HSF-1 act	SKKanGAS inh	aSyn 5UTR inh	HIF activator	HSP90 inh
COc1ccc(CNCc2ccc(F)cc2)c(OC)c1	9	-1	1	-29	-2	1	12	3	-0.1	4
COc1ccc(-c2nnc(SCC(=O)/C(C#N)=C(\C)N)o2)cc1	12	8	63	-135	4	81*	1	-16	0.4	4
COc1c(F)cc2[nH]c3c(c2c1F)CCNC3=O	13	3	-6	/	/	-12	-6	20	-0.7	/
COc1ccc([N+](=O)[O-])cc1NC(=O)COC(=O)c1ccccc1C(=O)c1ccccc1	26	2	8	-40	-5	19	9	-32	-0.7	-5
COc1ccc(NC(=O)CN(C)S(=O)(=O)c2ccc(Br)s2)cc1	15	-2	3	-4	-10	9	-3	-7	-23	-3
COc1ccc(C2C(=O)c3ccccc3C2=O)c(OC)c1	26	5	28	-22	1	24	2	-265	3.1	-1
COc1ccc(S(=O)(=O)N(Cc2cc3ccc(OC)cc3[nH]c2=O)CC2COCCO2)cc1 (stereo unspecified)	26	/	/	-40	-4	/	/	/	/	0
CCOC(=O)Cn1nnc(-c2cc(OC)c(OC)c(OC)c2)n1	5	2	-27	2	-3	-43	-3	-7	-0.1	-2
COc1nnc(-c2ccc(N3CCOCC3)c(NC(C)=O)c2)c2ccccc12	-6	-3	-4	9	2	-8	-5	13	0.4	-1
COc1cccc(N2CC(=O)Nc3c(oc4nc(-c5ccccc5)cc(C)c34)C2=O)c1	18	-8	-4	-20	-7	-5	9	-19	-0.9	-1
COc1ccccc1-c1coc2cc(OC(=O)/C=C/c3ccccc3)ccc2c1=O	5	-8	3	9	-1	-7	-5	2	-0.5	3
